Screening data from PubChem.
NS5 inhibitors = Dengue-2 NS5 methyltransferase inhibitors, primary screen, biochemical, confirmation dose response (AID 588689) | Genome polyprotein (Dengue virus type 2 (strain 16681-PDK53)) | hit rate 0.3% among 340,000 | Dengue-2 NS5 methyltransferase capping enzyme assay, biochemical; higher % means a stronger effect | inhibition, % at 25 µM; hits with a dose series show IC50 in µM; in the data active = a potency from the dose series; inconclusive = inhibition above about 29% without an active follow-up result
Rac1 GTP hydrolysis = MgcRacGAP GTPase-activating activity inhibitors, confirmation, biochemical, ADP Hunter fluorescence. Rac GTPase-activating protein 1 (Homo sapiens). MgcRacGAP-stimulated Rac1 GTP hydrolysis, ADP Hunter fluorescence; higher % means a stronger effect; GST-tagged Rac1 F28L mutant substrate. inhibition, % at 30 µM; hits with a dose series show IC50 in µM. hit rate 0.6% among 340,000. AID 624330, 2012;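 active = first-screen hits whose inhibition reached a set limit at any dose in the follow-up dose series; inconclusive = inhibition above the set first-screen limit but never retested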;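 also: fluorescence reports GDP produced by GAP-driven GTP hydrolysis; strong numbers were not always called active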
HIV fusion peptide = inhibitors of HIV fusion peptide binding, primary screen, biochemical, uHTS, fluorescence dequenching (AID 1986) | cell-free peptide binding, fluorescence dequenching, 30 min; higher % means a stronger effect | inhibition, % at 20 µM, or IC50 in µM where a hit was titrated | hit rate 0.3% among 290,000; in the data active = inhibition mostly above about 52%, no sharp cut-off; inactive = mostly below about 76%; also: some results filed as inactive read as strong as hits
RSV CPE inhibition = RSV antiviral activity via CPE protection, HEp-2 cells, primary 10 µM value included (AID 2391) | HEp-2 cells, RSV-induced CPE inhibition; higher % means a stronger effect | CPE inhibition, % at 10 µM, or IC50 in µM where a hit was titrated | hit rate 0.13% among 310,000; in the data active = a potency from the dose series; inconclusive = CPE inhibition mostly from about 23% at the one dose, without a potency; inactive = the rest, 99 in 100 with CPE inhibition below about 21%; also: strong numbers were not always called active
LYP phosphatase = inhibitors of LYP phosphatase, biochemical, fluorescence intensity, uHTS (AID 1779); Tyrosine-protein phosphatase non-receptor type 22 (Homo sapiens); recombinant LYP phosphatase, fluorescence intensity; higher % means a stronger effect; one-dose inhibition, % at 11.5 µM; IC50 in µM for titrated hits; hit rate 0.054% among 290,000; in the data active = inhibition above about 50%;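 also: plate controls were vehicle with enzyme for no effect and no enzyme for full effect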
Siah-1 displacement = Siah-1 peptide-binding antagonists, primary screen, biochemical, fluorescence polarization, rhodamine-plectin, uHTS (AID 1817); hit rate 0.02% among 290,000; displacement, % at 20 µM, or IC50 in µM where a hit was titrated; E3 ubiquitin-protein ligase SIAH1 (Homo sapiens); Siah-1 / rhodamine-plectin peptide fluorescence polarization; higher % means a stronger effect;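 active = displacement of at least 50% at 20 µM, with a fluorescence ratio check between 0.3 and a set limit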;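 also: plate controls were Siah plus tracer with DMSO for no effect and tracer alone without Siah for full effect; strong numbers were not always called active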
Large T inhibition = SV40 large T antigen inhibitors, biochemical (AID 1903); hit rate 0.39% among 310,000; SV40 large T antigen ATPase/helicase inhibition assay; higher % means a stronger effect; inhibition, % at 20 µM; hits with a dose series show IC50 in µM; in the data active = a potency from the dose series; inconclusive = inhibition mostly from about 32% at the one dose, without a potency; inactive = the rest, 99 in 100 with inhibition below about 32%; also: strong numbers were not always called active
XIAP antagonists = XIAP antagonists, biochemical, IAP family, fluorescence polarization (AID 1018); E3 ubiquitin-protein ligase XIAP (Homo sapiens); XIAP BIR domain, fluorescence polarization peptide displacement; higher % means a stronger effect; displacement, % at 20 µM, or IC50 in µM where a hit was titrated; hit rate 0.007% among 200,000; in the data active = displacement above about 50%; also: a part of the inactive calls stands beside numbers as strong as those of hits
AID2073 = inhibitors of Mint1-CaV2.2 protein interaction, biochemical, HTRF (AID 2073); HTRF protein-protein interaction, Mint1-CaV2.2; higher % means a stronger effect; one-dose inhibition, % at 20 µM; IC50 in µM for titrated hits; hit rate 0.19% among 290,000; in the data active = inhibition mostly above about 51%, no sharp cut-off; inconclusive = no clear call, values can overlap the other calls; inactive = mostly below about 53%; also: some results filed as inactive read as strong as hits
* = called active by the depositor.

`Cc1cc(C(=O)CSc2nn(-c3ccccc3)c(=S)s2)c(C)n1Cc1ccco1` gave NS5 inhibitors -5%, Rac1 GTP hydrolysis 17%, HIV fusion peptide 14%, RSV CPE inhibition 7.0%, LYP phosphatase 6%, Siah-1 displacement -2%, Large T inhibition 4%, XIAP antagonists -5.6% and AID2073 5%.
For CCc1cc2c(=O)c(-c3nc4ccccc4n3C)c(C)oc2c(CN(CC)CC)c1O the results were NS5 inhibitors -7%, Rac1 GTP hydrolysis 8%, HIV fusion peptide 8.4%, RSV CPE inhibition 21%, LYP phosphatase -7%, Siah-1 displacement -6%, Large T inhibition 12%, XIAP antagonists -7.4% and AID2073 9%.
Screening O=C1CCC/C(=N\NC(=O)c2ccc(NS(=O)(=O)c3ccc(Br)cc3)cc2)C1 returned NS5 inhibitors -4%, Rac1 GTP hydrolysis 7%, HIV fusion peptide 18%, RSV CPE inhibition 2.4%, LYP phosphatase -1%, Siah-1 displacement -4%, Large T inhibition 12%, XIAP antagonists -2.5% and AID2073 16%.
`CCc1cc2c(CN3CCN(C)CC3)cc(=O)oc2cc1O` gave NS5 inhibitors -10%, Rac1 GTP hydrolysis 10%, HIV fusion peptide 0.5%, RSV CPE inhibition -0.2%, LYP phosphatase -9%, Siah-1 displacement 0%, Large T inhibition 10%, XIAP antagonists -2.0% and AID2073 35%.
`CC(=NC1CC1)C1=C(O)c2ccccc2C1=O` gave NS5 inhibitors inconclusive, Rac1 GTP hydrolysis 6%, HIV fusion peptide 1.8%, RSV CPE inhibition 2.8%, LYP phosphatase -6%, Siah-1 displacement -3%, Large T inhibition 7%, XIAP antagonists -7.5% and AID2073 9%.
`O=C(NCCO)c1ccc(-c2nnc(Nc3ccc(O)cc3)c3ccccc23)cc1` gave NS5 inhibitors 1%, Rac1 GTP hydrolysis inconclusive, HIV fusion peptide -0.1%, RSV CPE inhibition 0.1%, LYP phosphatase -2%, Siah-1 displacement 2%, Large T inhibition inconclusive and AID2073 -9%.
For CN1CCN(C(=O)CCc2ccc(S(=O)(=O)NC3CCCCC3)cc2)CC1 the results were NS5 inhibitors 3%, Rac1 GTP hydrolysis 5%, HIV fusion peptide 2.6%, RSV CPE inhibition -2.0%, LYP phosphatase -7%, Siah-1 displacement 13%, Large T inhibition 4%, XIAP antagonists -1.7% and AID2073 20%.
For O=C(O)c1ccccc1-c1ccc(/C=C2\SC(=O)N(c3ccccc3)C2=O)o1 the results were NS5 inhibitors 25%, Rac1 GTP hydrolysis 7%, HIV fusion peptide 11%, RSV CPE inhibition 1.2%, LYP phosphatase -2%, Siah-1 displacement -2%, Large T inhibition 0% and AID2073 6%.
CC1CCC(NC(=O)Cn2c(=O)oc3ccccc32)CC1 (stereo not drawn) was read as NS5 inhibitors -11%, Rac1 GTP hydrolysis 6%, HIV fusion peptide -1.2%, RSV CPE inhibition 1.6%, LYP phosphatase -7%, Siah-1 displacement 8%, Large T inhibition 4% and AID2073 4%.
For CCn1c(NC(=O)c2cccc(Cn3cc(Cl)cn3)c2)nc2ccccc21 the results were NS5 inhibitors -1%, Rac1 GTP hydrolysis 5%, HIV fusion peptide 2.9%, RSV CPE inhibition 0.6%, LYP phosphatase -4%, Siah-1 displacement 12%, Large T inhibition -3%, XIAP antagonists -6.9% and AID2073 -5%.
Screening COC(=O)CC(NC(=O)C1CC1)c1ccc2c(c1)OCO2 (stereo not drawn) returned NS5 inhibitors -7%, Rac1 GTP hydrolysis 4%, HIV fusion peptide -2.3%, RSV CPE inhibition -0.1%, LYP phosphatase -2%, Siah-1 displacement -7%, Large T inhibition 27%, XIAP antagonists 0.8% and AID2073 -1%.
Screening Cc1oc(C(=O)O)cc1COc1cccc2cccnc12 returned NS5 inhibitors 7%, Rac1 GTP hydrolysis 11%, HIV fusion peptide -1.6%, RSV CPE inhibition 2.5%, LYP phosphatase -10%, Siah-1 displacement 4%, Large T inhibition 10%, XIAP antagonists -4.9% and AID2073 1%.
CCO[C@H]1OC(C(N)=O)=C[C@@H](C(C)(C)C)[C@@H]1CCCO was read as NS5 inhibitors -2%, Rac1 GTP hydrolysis 8%, RSV CPE inhibition 0.0% and Large T inhibition 7%.
COc1cccc(NC2=Nc3cccc4cccc2c34)c1 was read as NS5 inhibitors -13%, Rac1 GTP hydrolysis 12%, HIV fusion peptide 6.7%, RSV CPE inhibition 8.3%, LYP phosphatase -3%, Siah-1 displacement 2%, Large T inhibition 2%, XIAP antagonists 0.0% and AID2073 -8%.
For Cc1ccc(N(CC(=O)N/N=C/c2cc(C)n(-c3ccccc3)c2C)S(C)(=O)=O)c(C)c1 the results were NS5 inhibitors -9%, Rac1 GTP hydrolysis 6%, HIV fusion peptide -2.7%, RSV CPE inhibition 0.8%, LYP phosphatase -1%, Siah-1 displacement 2%, Large T inhibition 9%, XIAP antagonists -0.8% and AID2073 -4%.
For Cc1sc(NC(=O)CSc2nc(N)n(CC(=O)c3ccccc3)n2)c(C#N)c1C the results were NS5 inhibitors -1%, Rac1 GTP hydrolysis 12%, HIV fusion peptide -1.9%, RSV CPE inhibition 10%, LYP phosphatase 5%, Siah-1 displacement 4%, Large T inhibition 3%, XIAP antagonists -4.4% and AID2073 -4%.
Screening Cc1nn(C(C)C)c(C)c1CN1CCCC(C(=O)c2cccc(OC(C)C)c2)C1 (stereo not drawn) returned NS5 inhibitors 1%, Rac1 GTP hydrolysis 3%, HIV fusion peptide 2.4%, RSV CPE inhibition 9.6%, LYP phosphatase -9%, Siah-1 displacement 7%, Large T inhibition 7%, XIAP antagonists -5.1% and AID2073 25%.
O=C(NCCCCCNC(=O)c1ccco1)c1ccco1 was read as NS5 inhibitors 6%, Rac1 GTP hydrolysis -4%, HIV fusion peptide -0.2%, RSV CPE inhibition 1.7%, LYP phosphatase -3%, Siah-1 displacement -1%, Large T inhibition 5%, XIAP antagonists -5.4% and AID2073 22%.
For CC(C(=O)N1CCN(c2ccccc2)CC1)c1ccc([N+](=O)[O-])cc1 (stereo not drawn) the results were NS5 inhibitors -2%, Rac1 GTP hydrolysis 2%, HIV fusion peptide 0.3%, RSV CPE inhibition 3.5%, LYP phosphatase -4%, Siah-1 displacement 2%, Large T inhibition 7% and AID2073 -5%.
`Cc1ccc(S(=O)(=O)NCCNC(=O)c2ccccc2)cc1` gave NS5 inhibitors -12%, Rac1 GTP hydrolysis 5%, HIV fusion peptide 2.3%, RSV CPE inhibition 0.4%, LYP phosphatase -4%, Siah-1 displacement -3%, Large T inhibition 12%, XIAP antagonists -4.6% and AID2073 -2%.
`Cc1ccnc(Nc2nc(-c3ccccc3)cs2)c1` gave NS5 inhibitors 1%, Rac1 GTP hydrolysis 13%, HIV fusion peptide 0.7%, RSV CPE inhibition 12%, LYP phosphatase -5%, Siah-1 displacement -2%, Large T inhibition 11% and AID2073 6%.
`COc1cccc(/C=N/NC(=O)CN2C(=O)NC3NC(=O)NC32)c1` (stereo not drawn) gave NS5 inhibitors 0%, Rac1 GTP hydrolysis 4%, HIV fusion peptide -0.1%, RSV CPE inhibition 0.2%, LYP phosphatase 2%, Siah-1 displacement -4%, Large T inhibition 1%, XIAP antagonists -0.9% and AID2073 inconclusive.
For Cn1ncc([N+](=O)[O-])c1C(=O)Nc1nccs1 the results were NS5 inhibitors -5%, Rac1 GTP hydrolysis -3%, HIV fusion peptide 0.9%, RSV CPE inhibition 0.8%, LYP phosphatase -9%, Siah-1 displacement -2%, Large T inhibition 12%, XIAP antagonists -4.3% and AID2073 10%.
For O=C(/C=C/c1ccco1)NC(=S)Nc1cccc(C(=O)O)c1 the results were NS5 inhibitors 11%, Rac1 GTP hydrolysis 30%, HIV fusion peptide 42%, RSV CPE inhibition 2.2%, LYP phosphatase -3%, Siah-1 displacement 8%, Large T inhibition 37% and AID2073 15%.
Screening Cc1ncc(N=Nc2ccc(F)cc2)c(-c2ccc(Cl)cc2)n1 returned NS5 inhibitors 2%, Rac1 GTP hydrolysis 4%, HIV fusion peptide 0.1%, RSV CPE inhibition 3.8%, LYP phosphatase -2%, Siah-1 displacement 8%, Large T inhibition 6%, XIAP antagonists 13% and AID2073 2%.
C[N+](C)(C)C[C@H](O)CC(=O)O was read as NS5 inhibitors 0%, Rac1 GTP hydrolysis 1%, RSV CPE inhibition 1.1% and Large T inhibition 11%.
COc1ccc(OC)c(S(=O)(=O)CC(O)COc2ccccc2Cl)c1 (stereo not drawn) was read as NS5 inhibitors -5%, Rac1 GTP hydrolysis 4%, HIV fusion peptide -0.3%, RSV CPE inhibition -1.5%, LYP phosphatase -9%, Siah-1 displacement 1%, Large T inhibition -8% and AID2073 -4%.
For COc1ccc(CN(C(=O)/C=C/C(=O)c2ccc(OC)cc2O)C(C(=O)NC2CCCCC2)c2ccncc2)cc1 (stereo not drawn) the results were NS5 inhibitors 1%, Rac1 GTP hydrolysis 5%, HIV fusion peptide -0.3%, RSV CPE inhibition 16%, LYP phosphatase 4%, Siah-1 displacement 0%, Large T inhibition 4%, XIAP antagonists 1.0% and AID2073 -1%.
For CCn1cc(/C=N/NS(=O)(=O)c2ccc(OC)cc2)c(C)n1 the results were NS5 inhibitors -8%, Rac1 GTP hydrolysis 6%, HIV fusion peptide 12%, RSV CPE inhibition 1.2%, LYP phosphatase -3%, Siah-1 displacement 2%, Large T inhibition 1%, XIAP antagonists -8.6% and AID2073 22%.
OCCC1CN(Cc2cccn2-c2ncccn2)CCN1Cc1ccccc1 (stereo not drawn) was read as NS5 inhibitors 7%, Rac1 GTP hydrolysis 13%, HIV fusion peptide 2.5%, RSV CPE inhibition -0.5%, LYP phosphatase -8%, Siah-1 displacement 2%, Large T inhibition 8%, XIAP antagonists -8.3% and AID2073 18%.
Screening O=C(Nc1nnc(C23CC4CC(CC(C4)C2)C3)s1)c1ccco1 returned NS5 inhibitors 10%, Rac1 GTP hydrolysis -1%, HIV fusion peptide -0.3%, RSV CPE inhibition 6.7%, LYP phosphatase -2%, Siah-1 displacement -2%, Large T inhibition 21%, XIAP antagonists -3.2% and AID2073 -2%.
Screening CC1=C(C(=O)OC2CCCCC2)C(c2ccc(C)o2)C2=C(CCCC2=O)N1 (stereo not drawn) returned NS5 inhibitors 5%, Rac1 GTP hydrolysis 6%, HIV fusion peptide 3.0%, RSV CPE inhibition 5.7%, LYP phosphatase -6%, Siah-1 displacement -1%, Large T inhibition 5%, XIAP antagonists -5.3% and AID2073 6%.
CS(=O)(=O)N1CCN(c2nc(-c3ccc(F)cc3)cs2)CC1 was read as NS5 inhibitors -7%, Rac1 GTP hydrolysis 9%, HIV fusion peptide -2.1%, RSV CPE inhibition 2.4%, LYP phosphatase -6%, Siah-1 displacement -4%, Large T inhibition 4%, XIAP antagonists -1.2% and AID2073 -13%.

Compounds as they come, and some 1.7% of all compounds hit somewhere here.
